FN deposition inh = fibronectin deposition inhibition | AH1F fibroblasts, Alexa488-fibronectin deposition fluorescence, overnight | inhibition, % at 12.6 µM | hit rate 0.086% among 350,000;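 active = mean inhibition across replicates of 30% or more, regardless of how many single replicates reach that level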;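 note: positive control wells lacked labelled fibronectin entirely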
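Measured by – fluorescence 485/525 nm · System – AH1F fibroblast monolayer, labelled fibronectin deposition · Amount – 10000 cells per well · Buffer or medium – serum-reduced DMEM (2% serum) · Doses – single dose, pinned · Also added – fluorescent fibronectin at 24 nM final · Schedule – 1 h cell attachment, overnight exposure to compound and label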
Numbers without * were called inactive; & = joins results of further samples. This is a subset; count on the stated rates, not on these rows.

SMILES	FN deposition inh
CCN1Cc2cc(C(=O)NCCN3CCCC3)nc(-c3cccc(C4=CCCC4)c3)c2[C@H]1CCO	3
CCC(=O)N1[C@H](CO)[C@H](c2ccc(C#CC3CCCC3)cc2)[C@@H]1CNC(C)C	8
C[C@@H]1C(=O)NCCC=CC[C@H](C)Oc2ccccc2C(=O)N1C (mixture of isomers)	-1
C[C@@H]1CN(C)C(=O)c2ccccc2O[C@H]1CN(C)S(C)(=O)=O	4
COc1cccc(NC(=O)Cn2nnc(C(=O)Nc3ccccc3)c2N)c1	-3
COc1ccc2c3c([nH]c2c1)[C@H](CO)N(Cc1ccc(F)cc1)CC31CN(C)C1	-4
CC(C)C[C@H]1COCc2cn(nn2)CC[C@@H](C)C(=O)N1	-8
CC(C)NC(=O)N1[C@@H]2CN(C)C[C@H]1C2c1ccc(Br)cc1 (some centres not stated)	-3
CC(C)[C@H]1C(=O)N[C@H](c2cccc(Cl)c2)CC=CC[C@H](C)Oc2ccccc2C(=O)N1C (mixture of isomers)	-16
CC(=O)N(C)C[C@@H]1Oc2c(NC(=O)NC(C)C)cccc2C(=O)N(C)C[C@@H]1C	-2
Cc1nn(-c2ccccc2)c(N)c1C(O)(CSc1nccn1C)C(F)(F)F (configuration not stated)	5
C[C@@H]1CN(C)C(=O)Cc2cc(N)ccc2O[C@@H]1CN(C)C(=O)OC(C)(C)C	-13

The closing three records of the section above lead into the next:
SMILES	FN deposition inh
CC(=O)N(C)C[C@@H]1Oc2c(NC(=O)NC(C)C)cccc2C(=O)N(C)C[C@@H]1C	-2
Cc1nn(-c2ccccc2)c(N)c1C(O)(CSc1nccn1C)C(F)(F)F (configuration not stated)	5
C[C@@H]1CN(C)C(=O)Cc2cc(N)ccc2O[C@@H]1CN(C)C(=O)OC(C)(C)C	-13
C[C@H]1CN(C)C(=O)c2cc(N(C)C)ccc2O[C@H]1CN(C)S(C)(=O)=O	-15
O=C(Nc1cccnc1)c1ccc2c(c1)C(=O)N(Cc1cccnc1)C2=O	6
CN1CC2C(c3ccc(Br)cc3)C(C1)N2S(C)(=O)=O (configuration not stated)	-5
Cn1cc([N+](=O)[O-])c(C(=O)Nc2ccc3c(c2)OCCO3)n1	-9
C[C@H]1CN(C)C(=O)c2cc(N)ccc2O[C@H]1CN(C)S(C)(=O)=O	-5
C[C@H]1CC(=O)N[C@H](c2ccccc2)C/C=C\C[C@@H](c2ccccc2)NC1=O	5
CC(C)NC(=O)N(C)C[C@@H]1Oc2c(cccc2N(C)C)C(=O)N(C)C[C@@H]1C	-11
Fc1ccc(NCc2nnc(SCc3nnc(-c4ccccc4)o3)n2CC2CCCO2)cc1 (configuration not stated)	-1
CCCNC(=O)N1CC2(C1)CN(C(=O)CN1CCOCC1)[C@H](CO)c1[nH]c3cc(OC)ccc3c12	-5
Nn1c(-c2ccco2)n[nH]c1=S	2
C[C@@H]1CN(C)C(=O)c2cccnc2O[C@@H]1CN(C)C	-21
CO[C@H]1CN(C)C(=O)c2cc(NC(=O)NC3CCCC3)ccc2OC[C@@H](C)NC[C@H]1C	-12

5 entries from above, with bars between the fields:
canonical_smiles | FN deposition inh
CC(C)NC(=O)N1[C@@H]2CN(C)C[C@H]1C2c1ccc(Br)cc1 (some centres not stated) | -3
CN1CC2C(c3ccc(Br)cc3)C(C1)N2S(C)(=O)=O (configuration not stated) | -5
CCN1Cc2cc(C(=O)NCCN3CCCC3)nc(-c3cccc(C4=CCCC4)c3)c2[C@H]1CCO | 3
C[C@H]1CC(=O)N[C@H](c2ccccc2)C/C=C\C[C@@H](c2ccccc2)NC1=O | 5
O=C(Nc1cccnc1)c1ccc2c(c1)C(=O)N(Cc1cccnc1)C2=O | 6

Grouped by structure: the entries above with fluorine.
SMILES	FN deposition inh
COc1ccc2c3c([nH]c2c1)[C@H](CO)N(Cc1ccc(F)cc1)CC31CN(C)C1	-4
Cc1nn(-c2ccccc2)c(N)c1C(O)(CSc1nccn1C)C(F)(F)F (configuration not stated)	5
Fc1ccc(NCc2nnc(SCc3nnc(-c4ccccc4)o3)n2CC2CCCO2)cc1 (configuration not stated)	-1

In the list so far, these have sulfur:
SMILES	FN deposition inh
C[C@@H]1CN(C)C(=O)c2ccccc2O[C@H]1CN(C)S(C)(=O)=O	4
Cc1nn(-c2ccccc2)c(N)c1C(O)(CSc1nccn1C)C(F)(F)F (configuration not stated)	5
C[C@H]1CN(C)C(=O)c2cc(N(C)C)ccc2O[C@H]1CN(C)S(C)(=O)=O	-15
CN1CC2C(c3ccc(Br)cc3)C(C1)N2S(C)(=O)=O (configuration not stated)	-5
C[C@H]1CN(C)C(=O)c2cc(N)ccc2O[C@H]1CN(C)S(C)(=O)=O	-5
Fc1ccc(NCc2nnc(SCc3nnc(-c4ccccc4)o3)n2CC2CCCO2)cc1 (configuration not stated)	-1
Nn1c(-c2ccco2)n[nH]c1=S	2

The listing continues.
SMILES	FN deposition inh
C[C@@H]1CN(C)C(=O)Cc2cc(N(C)C)ccc2O[C@H]1CN(C)C(=O)OC(C)(C)C	13
CC(C)NC(=O)N(C)C[C@H]1Oc2ccc(NS(C)(=O)=O)cc2C(=O)N(C)C[C@H]1C	-3
O=C(C[C@H]1C[C@@H]2c3cc(NC(=O)NC4CCCCC4)ccc3O[C@@H]2[C@@H](CO)O1)NC1CCCCC1	7
CCCn1cnc2c(N)c(C)c(C)cc21	3
CC(C)[C@H]1C/C=C\CCNC(=O)[C@@H](C)CC(=O)N1	11
CC(=O)N(C)C[C@H]1Oc2ncccc2C(=O)N(C)C[C@H]1C	11
O=C1NCCCOCc2cn(nn2)CC[C@H]1Cc1ccc(-c2ccccc2)cc1	-22
C[C@@H]1CN(C)C(=O)c2cc([N+](=O)[O-])ccc2O[C@@H]1CN(C)C(=O)OC(C)(C)C	-16
CNC[C@@H]1Oc2ccc(NC(=O)NC(C)C)cc2C(=O)N(C)C[C@@H]1C	-4
CC(=C1C(=O)c2ccccc2C1=O)N1CCN(C/C=C/c2ccccc2)CC1	-5
C[C@@H]1CN(C)C(=O)c2cc(N(C)C)ccc2O[C@H]1CN(C)C	5
C[C@H]1CN(C)C(=O)Cc2cc([N+](=O)[O-])ccc2O[C@H]1CN(C)C(=O)OC(C)(C)C	-3
C[C@@H]1CN(C)C(=O)c2cc(N(C)C)ccc2O[C@H]1CN(C)S(C)(=O)=O	-5
CNC[C@H]1Oc2ccc(NC(=O)NC(C)C)cc2CC(=O)N(C)C[C@@H]1C	-6
CCCC#Cc1ccc2c(c1)[C@H]1[C@H](CCN1C(=O)C1CCCCC1)[C@@H](CO)N2	-27
CO[C@@H]1CN(C)C(=O)c2ccc(NS(=O)(=O)c3cccc(C)c3)cc2OC[C@@H](C)NC[C@@H]1C	-9
CCC(=O)Nc1ccc2c(c1)OC[C@@H](C)N(Cc1nccs1)C[C@@H](C)[C@H](OC)CN(C)C2=O	0
O=C1N[C@H](Cc2ccccc2)COCc2cnnn2CC[C@@H]1Cc1ccc(-c2ccccc2)cc1	-4
COc1ccc2c3c([nH]c2c1)[C@@H](CO)N(C(=O)CC1CC1)CC31CCN(Cc2ccncc2)CC1	9
C[C@@H]1C(=O)N[C@@H](c2ccc3c(c2)OCO3)CC=CC[C@H](C)Oc2ccccc2C(=O)N1C (mixture of isomers)	-4
CC(=O)N1C[C@@H]2C(c3ccc(Br)cc3)[C@H](C1)N2CC(F)(F)F (some centres not stated)	-3&4
O=C1CC(c2ccccc2)Cc2nc(N3CCc4ccccc4C3)ncc21 (configuration not stated)	16
CCC(=O)Nc1ccc2c(c1)OC[C@@H](C)N(C(=O)Cc1ccccn1)C[C@H](C)[C@H](OC)CN(C)C2=O	-2
O=C1N[C@H](Cc2ccccc2)COCc2cnnn2CC[C@H]1Cc1ccc(-c2ccccc2)cc1	0
COc1ccc2c3c([nH]c2c1)[C@@H](CO)N(C(=O)c1ccc(F)cc1)CC31CCN(S(=O)(=O)c2cccs2)CC1	5
COc1cccc(CN2[C@@H](CO)[C@@H](c3ccccc3)C23CN(Cc2ccccc2OC)C3)c1	-12
C[C@@H]1CN([C@H](C)CO)C(=O)c2ccccc2-c2ccccc2CO[C@@H]1CN(C)Cc1cccc2c1OCCCO2	8
Cc1cc(C(=O)Nc2sc(C)c(C)c2C#N)c(C)o1	-1
C[C@H]1CN(C)C(=O)c2cccc(NS(C)(=O)=O)c2O[C@@H]1CN(C)S(C)(=O)=O	-11
CC1=C(C#N)C(Nc2ccc(Cl)cn2)(C(F)(F)F)C(=O)N1 (configuration not stated)	5
COCC(=O)N1CCC2(CC1)CN(Cc1cc(F)ccc1F)[C@@H](CO)c1c2c2ccc(OC)cc2n1C	0
C[C@H](CO)N1C[C@H](C)[C@@H](CN(C)Cc2ccc(-c3ccccc3)cc2)Oc2c(NC(=O)CCC(F)(F)F)cccc2C1=O	-4
O=C(C[C@@H]1C[C@@H]2c3cc(NC(=O)NC4CCCCC4)ccc3O[C@@H]2[C@H](CO)O1)NC1CCCC1	-10
C[C@H]1CC=CC[C@H](c2ccc(F)cc2)NC(=O)[C@H](Cc2ccccc2)N(C)C(=O)c2ccccc2O1 (mixture of isomers)	-8
CS(=O)(=O)N1C[C@@H]2N[C@H](C1)C2c1ccc(-c2ccc(F)cc2)cc1 (some centres not stated)	-2
Cc1nc(C(=O)N(C)C)nn1-c1cc(Cl)ccc1Cl	2
C[C@@H]1CN([C@@H](C)CO)C(=O)c2ccccc2-c2ccccc2CO[C@@H]1CN(C)C(=O)[C@H](Cc1ccccc1)N(C)C	-5
CNC[C@H]1Oc2ccc(NC(=O)NC(C)C)cc2C(=O)N(C)C[C@@H]1C	-10
C[C@@H]1CN([C@@H](C)CO)C(=O)c2ccccc2-c2ccccc2CO[C@@H]1CN(C)S(=O)(=O)c1cn(C)cn1	14
CNC[C@H]1Oc2ccc(NC(=O)NC(C)C)cc2C(=O)N(C)C[C@H]1C	2
CCC(=O)N1C[C@H](C)[C@@H](OC)CN(C)C(=O)c2cc(NC(=O)CC(F)(F)F)ccc2OC[C@@H]1C	-1
CNC[C@H]1Oc2c(NC(=O)NC(C)C)cccc2C(=O)N(C)C[C@H]1C	-11
Cc1ccc(CNC(=O)CCc2c(C)nc3ncnn3c2C)cc1	3
O=C(Nc1cccc(NC(=O)c2cccs2)c1)c1ccco1	12
C[C@H]1CC=CC[C@H](c2ccc(F)cc2)NC(=O)[C@H](C)N(C)C(=O)c2ccccc2O1 (mixture of isomers)	6
C[C@@H]1CN([C@H](C)CO)C(=O)c2ccccc2-c2ccccc2CO[C@H]1CN(C)C(=O)Nc1cccc(Cl)c1Cl	16
COc1ccccc1N1CCN(C(=O)c2oc3ccccc3c2C)CC1	2
O=S(=O)(c1ccc(N2CCCC2c2nc3ccccc3s2)nc1)N1CCOCC1 (configuration not stated)	-7
CC(=O)N(C)C[C@@H]1Oc2ccccc2CC(=O)N(C)C[C@H]1C	5
C[C@H]1CN(C)C(=O)Cc2cc(N)ccc2O[C@@H]1CN(C)S(C)(=O)=O	-5
CC(C)NC(=O)N1[C@H](CO)[C@@H](c2ccccc2)C12CN(Cc1cc(F)cc(F)c1)C2	-1
C[C@@H]1COCn2nncc2CC[C@@H](Cc2ccc(Cl)cc2)C(=O)N1	-2
CCCCN1c2cc(C)c(O)cc2C(C(=O)OCC)C1C (configuration not stated)	1
C/C(N)=C(/C#N)C(=O)CSc1nnc(NC(C)C)s1	-13
CC(C)[C@@H]1C(=O)N[C@@H](c2ccc3c(c2)OCO3)CC=CC[C@@H](C)Oc2ccccc2C(=O)N1C (mixture of isomers)	-14
O=C1NCCOCc2cn(nn2)CC[C@@H]1Cc1ccc(F)cc1	-4
C[C@H]1CN(C)C(=O)Cc2ccccc2O[C@H]1CN(C)C(=O)OC(C)(C)C	5
COc1cccc(-c2ccccc2[C@H]2[C@@H](CO)N(C(=O)Nc3ccc(F)cc3)[C@H]2C#N)c1	3
CC(C)NC(=O)N1CC2(C1)[C@@H](c1ccccc1)[C@@H](CO)N2C(=O)C1CCC1	1
C[C@@H]1COCc2cnnn2CC[C@@H](Cc2ccccc2)C(=O)N1	7
Carrying on.
SMILES	FN deposition inh
CC(C)NC(=O)N(C)C[C@@H]1Oc2ccc(NS(C)(=O)=O)cc2C(=O)N(C)C[C@@H]1C	-4
Cc1cc(=O)n2c(nc3ccccc32)[nH]1	8
CC(=O)Nc1ccc2c(c1)CC(=O)N(C)C[C@@H](C)[C@H](CN(C)C)O2	8
S=c1[nH]nc(COc2ccccc2)n1/N=C/C(Cl)=C/c1ccccc1	0
COc1cccc(CNC(=O)[C@H]2[C@H](CO)[C@H]3Cn4c(ccc(C5=CCCC5)c4=O)[C@@H]2N3)c1	-22
C[C@H](CO)N1C[C@H](C)[C@@H](CN(C)C(=O)Nc2ccccc2C(F)(F)F)OCc2ccccc2-c2c(n(C)c3ccccc23)C1=O	-4
CC(=O)Nc1ccc2c(c1)CC(=O)N(C)C[C@H](C)[C@@H](CN(C)C(=O)OC(C)(C)C)O2	-15
C[C@@H]1CN([C@@H](C)CO)C(=O)CCCn2nncc2CO[C@H]1CN(C)C(=O)NC1CCCC1	1
CC(=O)N(C)C[C@@H]1Oc2ccc(N(C)C)cc2CC(=O)N(C)C[C@H]1C	-5
CC(=O)N(C)C[C@H]1Oc2c(NS(C)(=O)=O)cccc2C(=O)N(C)C[C@@H]1C	2
CC(=O)N(C)C[C@H]1Oc2ccc(NC(=O)NC(C)C)cc2CC(=O)N(C)C[C@H]1C	-7
CC(C)NC(=O)Nc1ccc2c(c1)C(=O)N(C)C[C@@H](C)[C@@H](CN(C)C(=O)NC(C)C)O2	-18
CC(C)C(NC(=O)COc1ccc2ccccc2c1)C(=O)N/N=C/C=C/c1ccccc1 (configuration not stated)	1
O=C1N[C@@H](Cc2ccccc2)COCc2cnnn2CC[C@H]1Cc1cccc(F)c1	1
CC(=O)Nc1ccc2c(c1)CC(=O)N(C)C[C@H](C)[C@H](CN(C)C(=O)NC(C)C)O2	7

From PubChem BioAssay
